# Source: PubChem BioAssay
# HCV inhibitor: qHTS Assay for Inhibitors of Hepatitis C Virus (HCV). Potency, µM (top dose mostly 41.8 µM), without a hit: top-dose activity change, negative = inhibition, usual class: inhibitors. hit rate 3.4% among 340,000. Huh7.5.1 HCVcc-Cre infection, luciferase reporter, 44 h
#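 A cell-based infection assay in which seeded cells (1,000 per well) receive test compound after 4 h, are inoculated with HCVcc-Cre at approximately 0.5 moi, and are incubated 44 h before luminescence detection.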
# Tb PYK inh: qHTS of Trypanosoma Brucei Inhibitors; TbPYK enzyme, Kinase-Glo Plus ATP luminescence, 45 min; Potency, µM (titrated, usually from 76.8 µM), for the others: at the highest dose activity, negative = inhibition, most hits filed as inhibitors; hit rate 0.12% among 410,000; AID 624173, 2012; also: nearly all actives have a fitted effect of over 50% in size
#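 In this concentration-response screen, enzyme-free wells defined baseline while DMSO plates tracked drift. Each reaction combined TbPYK, substrate, compound and 130 uM ADP for 45 min at room temperature. Kinase-Glo Plus luminescence gave the signal.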
# LmPK inhibitor: qHTS Assay for Inhibitors of Leishmania Mexicana Pyruvate Kinase (LmPK) | AID 1721, 2009 | hit rate 0.37% among 290,000 | Q27686 | Potency, µM (doses to about 57.5 µM), without a hit: at the highest dose activity change, negative = inhibition, hits mostly inhibitors | purified LmPK, Kinase-Glo ATP luminescence, 1 h
# Target sequence (Q27686 whole entry, looked up): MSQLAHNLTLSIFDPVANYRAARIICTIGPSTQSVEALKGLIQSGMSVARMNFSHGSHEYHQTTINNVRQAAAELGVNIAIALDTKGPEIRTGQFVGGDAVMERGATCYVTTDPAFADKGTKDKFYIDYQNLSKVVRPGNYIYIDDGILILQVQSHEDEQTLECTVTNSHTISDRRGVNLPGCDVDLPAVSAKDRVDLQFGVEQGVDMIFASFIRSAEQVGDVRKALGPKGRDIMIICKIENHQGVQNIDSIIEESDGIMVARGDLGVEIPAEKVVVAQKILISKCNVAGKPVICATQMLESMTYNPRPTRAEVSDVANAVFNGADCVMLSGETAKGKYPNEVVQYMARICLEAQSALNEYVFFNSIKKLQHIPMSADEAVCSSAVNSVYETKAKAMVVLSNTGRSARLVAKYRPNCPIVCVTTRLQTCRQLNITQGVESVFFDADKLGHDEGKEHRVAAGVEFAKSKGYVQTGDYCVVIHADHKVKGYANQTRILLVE
#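 In 50 mM imidazole pH 7.2 with 7 mM MgCl2, LmPK (0.1 nM) turned over PEP (0.5 mM) and ADP (0.1 mM) for 1 h at room temperature. Luciferase read-out of ATP.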
# Pf growth 48h: Primary qHTS for delayed death inhibitors of the malarial parasite plastid, 48 hour incubation | P. falciparum luciferase growth in erythrocytes, 48 h | AID 504832, 2011 | hit rate 5.9% among 310,000 | Potency, µM (doses to about 28.7 µM), for the others: at the highest dose activity change, negative = inhibition, hits mostly inhibitors
#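 Parasite viability was followed by luminescence of a genomically integrated firefly luciferase. Cultures held 0.1% parasitemia at 2% hematocrit (final), incubated under 5% CO2 at 37 C.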
# Sm TGR block: qHTS Assay for the Inhibitors of Schistosoma Mansoni Peroxiredoxins; Schistosoma mansoni thioredoxin glutathione reductase (TGR), Q962Y6; purified TGR, DTNB reduction, TNB absorbance 405 nm; Potency, µM (top dose mostly 114 µM), for inactives: top-dose activity change, negative = inhibition, actives largely listed as inhibitors; hit rate 3% among 360,000; AID 485364, 2010; also: nearly all actives have a fitted effect of over 60% in size
#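 TGR 20 nM + NADPH 100 uM (dispensed conc.), cpd preinc 15 min RT; start with NADPH (500 uM addition) then DTNB (15 mM addition). Kinetic TNB absorbance, 405 nm filter. Four-parameter Hill fit across titration.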
# Pf growth 96h: Primary qHTS for delayed death inhibitors of the malarial parasite plastid, 96 hour incubation; P. falciparum luciferase reporter growth, 96 h; hit rate 6.9% among 320,000; AID 504834, 2011; Potency, µM (series often up to 28.7 µM), for the others: at the top dose activity change, negative = inhibition, hits mostly inhibitors
#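 Delayed-death screen, second-generation endpoint: infected erythrocytes, 2% hematocrit, 0.05% parasitemia final; 96 hours at 37 C, 5% CO2; luciferase detection reagent; luminescence decrease equals reduced growth.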
# Starred values were filed as active, the others as inactive; ? = inconclusive; . = no result given; & = joins results of further samples; [ ] = remark or other dose. Calls follow the shape of the dose curve; as a rule, active = well fitted curve in the direction sought with a large enough effect; inconclusive = small, poorly fitted or top-dose-only effect, or another doubt; inactive = no such curve, though single readings can be large; an effect the other way counts as inactive or inconclusive. % is scaled to controls: 0 for no effect and ±100 for the full control effect; potency is read from the fitted curve at half-maximal effect. No enrichment for hits; about 16% have a hit in one of these screens.
SMILES	HCV inhibitor	Tb PYK inh	LmPK inhibitor	Pf growth 48h	Sm TGR block	Pf growth 96h
CCCCNC(=O)C1CCC(CNS(=O)(=O)c2c(C)cc(C)cc2C)CC1 (configuration not stated)	-23%	0%	1%	?	0%	2%
CC1=C(C)/C(=N/OC(=O)c2cccc([N+](=O)[O-])c2)C=CC1=O	7.1µM*	-8%	3%	?	11µM*	?
CN(C(=O)c1ccc(C#N)cc1)c1nnc(-c2ccccn2)s1	25%	4%	1%	41%[activator]	0%	82%[activator]
O=C(Nc1cccnc1)c1ccc(CN2CCc3ccccc3C2)cc1	4.5µM*	-1%	-6%	-14%	-2%	.
C/C(=N\NC(=O)c1cccc([N+](=O)[O-])c1)c1ccco1	-1%	3%	5%	13%	14%	13%
Cc1ccc(Sc2nnc(Cc3ccccc3)c3ccccc23)cc1	-4%	-4%	5%	?	-2%	?
CC(=O)c1cc(C#N)c(N2CCCC2)nc1C	-22%	1%	1%	-7%	-1%	42%[activator][5.75 µM]
Cc1cc(NC(=O)CCC(=O)N(CC(=O)NC2CCCC2)c2cccc(F)c2)no1	-10%	3%	0%	-18%	13%	?

# Other results:
SMILES	HCV inhibitor	Tb PYK inh	LmPK inhibitor	Pf growth 48h	Sm TGR block	Pf growth 96h
Cc1cc(C)cc(NS(=O)(=O)c2ccc(-c3cnc(C4CC4)o3)cc2)c1	5%	5%	-10%	?	7%	17%
COc1ccc2c(c1)CCc1cc(C(=O)N3CCN(c4ccc(N5CCOCC5)nn4)CC3)sc1-2	10µM*	0%	4%	?	-14%	?
Cc1ccc(-n2c(=O)[nH]cc(C(=O)Nc3ccc4c(c3)OCCO4)c2=O)cc1C	1%&11%	-18%	4%	12%	-6%	?
COC(=O)COc1ccc(S(=O)(=O)NCCC2=CCCCC2)cc1Cl	-1%	-14%	0%	12%	-16%	.
O=C(OCC(=O)C12CC3CC(CC(C3)C1)C2)c1cccnc1	13%	8%	3%	-11%	2%	52%[activator]
O=S(=O)(CCc1nnc(-c2ccccc2)o1)c1ccc2ccccc2c1	-6%	5%	8%	.	7%[11.4 µM]	16%
O=C(NCCCN1CCOCC1)c1ccc(Br)s1	12%	10%	-1%	17%	12%	.
Cc1ccc(C(=O)N/N=C/c2c[nH]c3ccccc23)o1	4%	-1%	5%	45%[activator]	-14%	-22%

# Further compounds follow:
SMILES	HCV inhibitor	Tb PYK inh	LmPK inhibitor	Pf growth 48h	Sm TGR block	Pf growth 96h
CC(Cc1ccccc1)NC(=O)CC(c1ccccc1)c1ccccc1O (configuration not stated)	?	5%	3%	-15%	3%	7%
COc1ccc(N(CCOc2ccccc2)S(=O)(=O)c2ccccc2)cc1	-6%	-4%	.	?	-3%	-17%
O=C1C=C(NCc2ccc(Cl)c(Cl)c2)CC1	-9%	3%	12%	.	-1%	2%
CC(C)(C)NC(=O)CN(c1cccc([N+](=O)[O-])c1)S(=O)(=O)c1ccccc1	?	-7%	-4%	3%	0%	33%[activator]
CNCC(O)COc1ccccc1 (configuration not stated)	2%	-4%	-6%	.	?	.
COc1c(C)cc(C(=O)C2CCCN(C(=O)c3csc(C)n3)C2)cc1C (configuration not stated)	?	4%	0%	12%	-26%	14%
Cc1ccc(N(Cc2cc(=O)[nH]c3ccccc23)C(=O)c2ccco2)cc1	18%	-5%	4%	?	-5%	?
C[C@H](NC(=O)C1CCN(S(=O)(=O)c2ccccc2)CC1)C(=O)NCc1ccc(F)cc1	15%	-1%	1%	9%	-3%	?

# (continued)
SMILES	HCV inhibitor	Tb PYK inh	LmPK inhibitor	Pf growth 48h	Sm TGR block	Pf growth 96h
Cc1ccc2c(c1)C(c1ccc(F)cc1)N(C(=O)c1cc3ccccc3oc1=O)CC(=O)N2 (configuration not stated)	-12%[8.37 µM]	2%	8%	5%	3%	-7%
FC(F)(F)c1ccccc1CN1CCC(Cc2ccccc2)CC1	23%	5%	0%	5%	-33%	?
COc1cc(Cl)c(S(=O)(=O)N2CCOCC2)cc1Cl	10%	2%	1%	1%	-3%	-28%
O=c1c2ccccc2nc(CSc2ncnc3nc[nH]c23)n1-c1cccc(C(F)(F)F)c1	-13%	5%	4%	?	-12%	.
CCC(C)N1CCN(C(=O)C2CCN(S(=O)(=O)c3c(C)noc3/C=C/c3ccco3)CC2)CC1 (configuration not stated)	?	0%	1%	?	45µM*	46%[activator]
COc1cccc(CNC(=O)CCC2CCCN(C(=O)c3ccoc3)C2)c1 (configuration not stated)	6%	-5%	-1%	3%	-19%	2%
COCc1cc(C)nc2sc(C(=O)N3CCCCC3)c(N)c12	.	0%	2%	.	-2%	1%
COc1ccc(OC)c(S(=O)(=O)N2CCCC(C(=O)NCc3ccncc3)C2)c1 (configuration not stated)	-9%	-10%	-9%	-17%	4%	-12%

# The listing continues:
SMILES	HCV inhibitor	Tb PYK inh	LmPK inhibitor	Pf growth 48h	Sm TGR block	Pf growth 96h
CCOC(=O)C1(CC2CCCCO2)CCN(Cc2cn[nH]c2-c2cccc(F)c2)CC1 (configuration not stated)	?	4%	4%	-8%	7%	-26%
CCOc1ccccc1NC(=S)NC(=O)C1CC1	-17%	-13%	2%	5.2µM*	?	?
COc1ccc(C(=O)Nc2ccccc2C(=O)NCC2CCCO2)cc1 (configuration not stated)	15%	-1%	-11%	2%	-11%	-12%
Cc1ccc(S(=O)(=O)N2CCCN(C(=O)CNC(=O)c3cccc(C)c3)CC2)cc1	1%	-7%	.	-23%	-8%	-17%
O=C(CCCSc1nc2ccccc2[nH]1)NCc1ccccc1F	-14%	0%	-2%	9%	-33%	1%
Cc1cc(C)c2nc(-c3ccccn3)cc(C(=O)N3CCCC3)c2c1	?	-12%	-9%	-13%	-4%	-10%
O=C(Nc1ncnc2sc3c(c12)CCCCC3)c1ccccc1	?	.	-9%	.	4%	6%
CCn1c(SCC(=O)Nc2ccc(F)cc2)nnc1C1CC1	12%	-2%	-5%	40%[activator]	-14%	?

# (more compounds)
SMILES	HCV inhibitor	Tb PYK inh	LmPK inhibitor	Pf growth 48h	Sm TGR block	Pf growth 96h
Cc1cc(-c2ccc(C)c(S(=O)(=O)NCCN3CCC(C)CC3)c2)on1	?	-5%	-2%	?	8%	?
COc1ccc(-n2nc(C(=O)NCC(=O)N3CCN(c4ccccn4)CC3)c3ccccc3c2=O)cc1OC	-19%	-3%	2%	-18%	4%	3%
COc1ccc2cc(CCOC3CCCCO3)ncc2c1 (configuration not stated)	-15%	3%	.	130%[activator]	-29%	231%[activator]
Cn1c(-c2ccco2)nc2cc3ccccc3cc21	?	?	13µM*	126%[activator]	?	189%[activator]
COc1ccccc1Nc1nnc(SCC(=O)N2CC(=O)Nc3ccccc32)s1	11%	-11%	4%	?	-4%	7.4µM*
Cc1ccc2[nH]c3c(c2c1)CN(C(=O)CN1CCN(c2cccc(C)c2C)CC1)CC3	6.3µM*	-9%	-2%	?	?	.
COc1ccc(NC(=O)CSc2ncn[nH]2)c([N+](=O)[O-])c1	14%	7%	-2%	10%	0%	21%
Cc1cc(C)n2nc(-c3ccccc3)cc2n1	?	0%	-19%	163%[activator]	2%	0%

# Some of these compounds in order of length of the SMILES, ascending.
SMILES	HCV inhibitor	Tb PYK inh	LmPK inhibitor	Pf growth 48h	Sm TGR block	Pf growth 96h
Cc1cc(C)n2nc(-c3ccccc3)cc2n1	?	0%	-19%	163%[activator]	2%	0%
CC(=O)c1cc(C#N)c(N2CCCC2)nc1C	-22%	1%	1%	-7%	-1%	42%[activator][5.75 µM]
Cn1c(-c2ccco2)nc2cc3ccccc3cc21	?	?	13µM*	126%[activator]	?	189%[activator]
O=C(CCCSc1nc2ccccc2[nH]1)NCc1ccccc1F	-14%	0%	-2%	9%	-33%	1%
O=C(Nc1cccnc1)c1ccc(CN2CCc3ccccc3C2)cc1	4.5µM*	-1%	-6%	-14%	-2%	.
CC(Cc1ccccc1)NC(=O)CC(c1ccccc1)c1ccccc1O (configuration not stated)	?	5%	3%	-15%	3%	7%
COc1ccc(N(CCOc2ccccc2)S(=O)(=O)c2ccccc2)cc1	-6%	-4%	.	?	-3%	-17%
COc1ccccc1Nc1nnc(SCC(=O)N2CC(=O)Nc3ccccc32)s1	11%	-11%	4%	?	-4%	7.4µM*
COc1c(C)cc(C(=O)C2CCCN(C(=O)c3csc(C)n3)C2)cc1C (configuration not stated)	?	4%	0%	12%	-26%	14%
Cc1cc(C)cc(NS(=O)(=O)c2ccc(-c3cnc(C4CC4)o3)cc2)c1	5%	5%	-10%	?	7%	17%
COc1ccc(OC)c(S(=O)(=O)N2CCCC(C(=O)NCc3ccncc3)C2)c1 (configuration not stated)	-9%	-10%	-9%	-17%	4%	-12%
Cc1cc(NC(=O)CCC(=O)N(CC(=O)NC2CCCC2)c2cccc(F)c2)no1	-10%	3%	0%	-18%	13%	?
CCOC(=O)C1(CC2CCCCO2)CCN(Cc2cn[nH]c2-c2cccc(F)c2)CC1 (configuration not stated)	?	4%	4%	-8%	7%	-26%
Cc1ccc(-n2c(=O)[nH]cc(C(=O)Nc3ccc4c(c3)OCCO4)c2=O)cc1C	1%&11%	-18%	4%	12%	-6%	?
Cc1ccc2c(c1)C(c1ccc(F)cc1)N(C(=O)c1cc3ccccc3oc1=O)CC(=O)N2 (configuration not stated)	-12%[8.37 µM]	2%	8%	5%	3%	-7%

# Carrying on:
SMILES	HCV inhibitor	Tb PYK inh	LmPK inhibitor	Pf growth 48h	Sm TGR block	Pf growth 96h
CCOC(=O)c1c(NC(=O)/C=C/c2ccc3c(c2)OCO3)sc(C)c1C	.	.	2%	?	-3%	-5%
CC(C)(C)NC(=O)C1CCC(CNS(=O)(=O)c2cccc3nsnc23)CC1 (configuration not stated)	5%	3%	-4%	-5%	-11%	?
CC(=O)O[C@H]1C[C@@]2(C)[C@@H](C[C@@H](O)[C@H]3[C@@]4(C)CC[C@@H](O)[C@@H](C)[C@@H]4CC[C@@]32C)/C1=C(\CCC=C(C)C)C(=O)O	?	2%&0%	.	12µM*	?	?
CCN1C(=O)c2ccccc2S(=O)c2ccc(C(=O)NCc3ccccn3)cc21 (configuration not stated)	-2%	-5%	2%	3%	-10%	-24%
O=C(CSc1ccccc1)N[C@@H](Cc1ccccc1)C(=O)O	-19%	2%	3%	38%[activator]	-5%	50%[activator]
CCS(=O)(=O)N1CCCC(C(=O)NCC2CCCO2)C1 (configuration not stated)	22%	0%	-2%	3%	-2%	.
CCCC(=O)NC(c1cccs1)c1cc([N+](=O)[O-])c2cccnc2c1O (configuration not stated)	?	-15%	-3%	?	-19%	147%[activator]
N#CCCN(CCC#N)C(=O)COc1ccc(Cl)cc1Cl	14%	1%	-2%	0%	-17%	20%

# Carrying on.
SMILES	HCV inhibitor	Tb PYK inh	LmPK inhibitor	Pf growth 48h	Sm TGR block	Pf growth 96h
Cc1occc1C(=O)Nc1c(F)cc(F)cc1Br	1%	-8%	-4%	-9%	-7%	.
O=C(CSc1ncccn1)NCc1cccs1	23%	-3%	0%	-13%	6%	53%[activator]
O=C(NC12CC3CC(CC(C3)C1)C2)c1ccccc1	22%	-11%	1%	-16%	.	-7%
CCOc1ccc(N2CC(=O)SC2=S)cc1	18%	-7%	-5%	9%	6%	-13%[5.75 µM]
COc1ccc2nc(SCC(=O)Nc3ccc(S(=O)(=O)N4CCCC4)cc3)c(C#N)cc2c1	?	-8%	1%	3.3µM*	-12%	?
O=c1oc2ccccc2c(NCCc2ccccc2)c1[N+](=O)[O-]	-24%	-7%	3%	?	5%	-14%
O=C(c1ccc(Cn2cc([N+](=O)[O-])cn2)o1)N1CCCCCC1	-3%	-1%	-4%	-15%	-2%	5%
